Source: PubChem (several laboratories)
PfM18AAP inh: PfM18AAP inhibitors, malaria aminopeptidase, primary screen, biochemical, QFRET, recombinant enzyme | M18 aspartyl aminopeptidase (Plasmodium falciparum 3D7) | H-Glu-NHMec fluorogenic cleavage | inhibition, % at 7.35 µM | 1.2% of 290,000 active | AID 1822, 2009;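 active means inhibition above the campaign mean inhibition over all tested compounds plus 3 SD, cut at about 28% in these data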;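 further: 0% = plate median of test compound wells and 100% = 2 mM ZnCl2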
DNA FID counter: compounds displacing fluorescent DNA intercalator, primary screen, artefact control for HCV NS3 helicase inhibitor project, biochemical, FID fluorescence | DNA fluorescent intercalator displacement | inhibition, % at 7.9 µM | 0.17% of 290,000 active; in the data active means inhibition above about 37%;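 further: 0% = vehicle and 100% = reference compound; higher means more ethidium bromide displaced from hairpin DNA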
MEKK2wt PB1 HTS: modulators of MEK5 binding to wildtype MEKK2, primary screen, biochemical, multiplex bead flow cytometry, Alexa488-MEK5; Mitogen-activated protein kinase kinase kinase 2 (Homo sapiens), Q9Y2U5; 1.1% of 290,000 active; Alexa488-MEK5 binding to MEKK2 WT; actives lie on both sides; binding response (% of control), % at 10 µM; in the data active means binding response below about 67% or above about 130%
MEKK3 PB1 HTS: modulators of MEKK3-MEK5 PB1 binding, primary screen, biochemical, wildtype MEKK3, multiplex bead flow cytometry, Alexa488-MEK5; bead-based flow cytometry, Alexa488-MEK5 binding to MEKK3; actives lie on both sides; 0 = blocked by unlabeled MEK5, 100 = vehicle; binding response (% of control), % at 10 µM; 1.4% of 290,000 active; AID 1529, 2009;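 active means binding response more than 3 SD above or below the average of its plate-row segment, actives on both sides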;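 further: Alexa488 bead fluorescence after subtracting the streptavidin-only scavenger bead signal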
Target sequence (Q99759 whole entry, looked up): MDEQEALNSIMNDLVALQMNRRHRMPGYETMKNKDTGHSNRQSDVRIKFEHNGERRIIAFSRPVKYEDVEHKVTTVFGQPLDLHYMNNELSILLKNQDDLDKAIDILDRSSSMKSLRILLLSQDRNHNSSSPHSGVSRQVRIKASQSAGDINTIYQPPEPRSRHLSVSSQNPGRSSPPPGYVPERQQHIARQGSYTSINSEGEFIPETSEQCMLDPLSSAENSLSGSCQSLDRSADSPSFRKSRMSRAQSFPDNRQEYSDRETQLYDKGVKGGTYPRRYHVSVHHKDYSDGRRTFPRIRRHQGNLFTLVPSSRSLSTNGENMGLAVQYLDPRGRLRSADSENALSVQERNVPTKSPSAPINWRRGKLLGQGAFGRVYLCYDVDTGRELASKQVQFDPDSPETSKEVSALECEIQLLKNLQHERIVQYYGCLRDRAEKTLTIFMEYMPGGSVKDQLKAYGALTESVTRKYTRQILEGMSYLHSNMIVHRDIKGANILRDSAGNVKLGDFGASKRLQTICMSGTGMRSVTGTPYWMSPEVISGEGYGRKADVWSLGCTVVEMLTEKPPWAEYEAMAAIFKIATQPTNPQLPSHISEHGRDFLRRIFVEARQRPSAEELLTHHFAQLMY
MEKK2mut PB1 HTS: MEK5 binding signal on mutant MEKK2 PB1, primary screen, biochemical, multiplex bead flow cytometry, Alexa488-MEK5. Alexa488-MEK5 binding to MEKK2 mutant. percent response, % at 10 µM. 0.35% of 290,000 active; in the data active means percent response above about 24%, passing the limit was not always enough; further: inactives centre near 1; some results filed as inactive read as strong as hits; reference of the scale not given here
PHOSPHO1 block: PubChem AID 1565; inhibition, % at 13.3 µM; recombinant PHOSPHO1, absorbance phosphatase assay; Phosphoethanolamine/phosphocholine phosphatase (Homo sapiens), Q8TCT1; 1.1% of 290,000 active; in the data active means inhibition above about 60%
NALP1 inh: NALP1 inflammasome inhibitors in reconstituted yeast, colorimetric, S. cerevisiae, triplicate retest; S. cerevisiae NALP1/ASC/caspase-1 growth, X-gal OD620, 72 h; inhibition, % at 10 µM; 0.61% of 280,000 active; in the data active means inhibition mostly above about 24%, no sharp cut-off; inactive means mostly below about 32%; further: some compounds called inactive have numbers as strong as hits
GPR7 antag: GPR7 receptor antagonists, primary screen, cell-based, fluorescence, single concentration; inhibition, % at 4.4 µM; 1.1% of 290,000 active; GPR7-expressing cells, fluorescence antagonist assay; in the data active means inhibition above about 16%, passing the limit was not always enough;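 further: cells stimulated with the agonist NPW; 0% = agonist with vehicle and 100% = vehicle without agonist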
OXTR agonist: human OXTR agonists, primary screen, fluorescence, CHO-OTR cells, Fluo-8 calcium; Oxytocin receptor (Homo sapiens), P30559; Fluo-8 calcium fluorescence; normalized: DMSO 0%, oxytocin 100%; activation, % at 3 µM; 0.32% of 320,000 active;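 active means activation above the mean of all tested compounds plus 3 SD, cutoff set per screening run, cut at about 20% in these data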;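 further: peak over basal fluorescence ratio from a 100 s FLIPR kinetic read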
Target sequence (P30559 whole entry, looked up): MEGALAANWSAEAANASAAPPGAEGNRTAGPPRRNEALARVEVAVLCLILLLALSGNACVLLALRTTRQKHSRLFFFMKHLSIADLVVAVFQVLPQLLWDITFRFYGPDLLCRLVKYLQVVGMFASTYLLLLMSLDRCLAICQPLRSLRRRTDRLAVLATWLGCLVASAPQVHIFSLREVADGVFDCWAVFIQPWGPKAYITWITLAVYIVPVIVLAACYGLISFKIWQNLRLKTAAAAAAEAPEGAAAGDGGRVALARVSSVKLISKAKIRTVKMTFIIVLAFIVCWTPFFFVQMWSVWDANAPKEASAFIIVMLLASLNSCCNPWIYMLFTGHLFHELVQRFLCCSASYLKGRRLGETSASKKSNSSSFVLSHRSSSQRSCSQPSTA
Starred values were filed as active, the others as inactive; . = no result given.

Screens in order: PHOSPHO1 block | MEKK3 PB1 HTS | DNA FID counter | MEKK2mut PB1 HTS | GPR7 antag | PfM18AAP inh | OXTR agonist | MEKK2wt PB1 HTS | NALP1 inh
Cc1nc2ccccc2n1Cc1ccccc1Br
  29 | 105 | -11 | 13 | -7 | 0 | 9.2 | 109 | -3
COc1ccccc1N1CCN(S(=O)(=O)c2ccc3c(c2)CC(C)N3C(C)=O)CC1 (configuration not stated)
  34 | 95 | -47 | -2 | -1 | 5 | -0.2 | 91 | 0
CCCOc1ccc(C(=O)Nc2ccc(N3CCN(C(C)=O)CC3)cc2)cc1
  8 | 94 | -8 | -3 | 9 | -6 | 1.3 | 96 | -82
COc1cc([N+](=O)[O-])ccc1NC(=O)Cc1ccc(C)cc1
  27 | 83 | 0 | -14 | -11 | 19 | -2.3 | 79 | 15
COc1cc(OC)c(C2C3=C(CCCC3=O)Nc3nc4ccccc4n32)cc1OC (configuration not stated)
  -23 | 94 | -6 | 1 | 2 | 3 | -0.7 | 98 | -8
CCOC(=O)c1c(CC(C)C)csc1NC(=O)COC(=O)c1cc(OC)c(OC)cc1[N+](=O)[O-]
  4 | 98 | 4 | 7 | -4 | 0 | 0.0 | 98 | 30
Cc1nn(C)c(C)c1CN(C)C(=O)C1(C)CC1(Br)Br (configuration not stated)
  -21 | 110 | -5 | 0 | -9 | -4 | -0.3 | 109 | 37
CC(C)(c1ccccc1)c1ccc(OCCN2CCCC2)cc1
  39 | 100 | 14 | 6 | -4 | 2 | 16 | 119 | 21
CC1CCN(C(=O)CCc2nnc3ccc(NCCCN4CCCC4=O)nn23)CC1
  8 | 100 | -38 | 5 | -6 | 0 | -1.2 | 100 | -6
CN(Cc1ccccc1)S(=O)(=O)c1ccc(OCC(=O)NCc2ccncc2)cc1
  42 | 93 | -18 | -11 | 2 | -12 | 6.5 | 87 | 13
Cc1cc(C)cc(NC(=O)C(Sc2nnc(C)c(=O)[nH]2)c2ccccc2)c1 (configuration not stated)
  6 | 98 | -20 | -4 | -10 | -1 | -0.8 | 99 | 18
COc1ccc(-n2cc(-c3ccccc3)c3c(NCCCN4CCOCC4)ncnc32)cc1
  -1 | 99 | 10 | -7 | 0 | 9 | -1.1 | 109 | 23
Cc1cc(C)c(C#N)c(SCC(=O)CC(=O)OC(C)C)n1
  -12 | 99 | -4 | 0 | 3 | -13 | -0.3 | 102 | 19
COC(=O)c1n[nH]n(-c2ccc(F)c(Cl)c2)c1=O
  42 | . | 2 | . | 0 | -13 | 0.9 | . | .
O=[N+]([O-])c1ccc([N+](=O)[O-])c(Nc2ccc(N3CCOCC3)cc2)c1
  47 | 104 | 3 | 1 | -14 | -1 | -0.1 | 102 | -10
CCCCCN(CCCCC)C(=O)C(CCC(=O)O)NC(=O)c1ccc(Cl)c(Cl)c1 (configuration not stated)
  . | 98 | . | 1 | . | . | -1.3 | 95 | .
COc1ccc(CNc2cc(C)nc3ccc(OC)cc23)cc1
  32 | 103 | 14 | 9 | 0 | 13 | 3.4 | 124 | 21
CCc1ccc(N(CC)c2ncnc3nc[nH]c23)cc1
  -1 | 94 | -10 | -3 | -13 | 3 | -1.6 | 103 | 18
CCOc1ccc(/C=C/C(=O)NCc2ccccc2)cc1
  -5 | 137* | -15 | 0 | -1 | 2 | -2.3 | 108 | 14
CN(C)c1ccc(S(=O)(=O)NCC(=O)NCC2CCCCC2)cc1[N+](=O)[O-]
  32 | 96 | -19 | -9 | 20 | 9 | -0.2 | 97 | 4

An excerpt from above in order of SMILES length, highest first:
Screens in order: PHOSPHO1 block | MEKK3 PB1 HTS | DNA FID counter | MEKK2mut PB1 HTS | GPR7 antag | PfM18AAP inh | OXTR agonist | MEKK2wt PB1 HTS | NALP1 inh
COc1ccccc1N1CCN(S(=O)(=O)c2ccc3c(c2)CC(C)N3C(C)=O)CC1 (configuration not stated)
  34 | 95 | -47 | -2 | -1 | 5 | -0.2 | 91 | 0
COc1ccc(-n2cc(-c3ccccc3)c3c(NCCCN4CCOCC4)ncnc32)cc1
  -1 | 99 | 10 | -7 | 0 | 9 | -1.1 | 109 | 23
COc1cc(OC)c(C2C3=C(CCCC3=O)Nc3nc4ccccc4n32)cc1OC (configuration not stated)
  -23 | 94 | -6 | 1 | 2 | 3 | -0.7 | 98 | -8
CCCOc1ccc(C(=O)Nc2ccc(N3CCN(C(C)=O)CC3)cc2)cc1
  8 | 94 | -8 | -3 | 9 | -6 | 1.3 | 96 | -82
COC(=O)c1n[nH]n(-c2ccc(F)c(Cl)c2)c1=O
  42 | . | 2 | . | 0 | -13 | 0.9 | . | .
CCOc1ccc(/C=C/C(=O)NCc2ccccc2)cc1
  -5 | 137* | -15 | 0 | -1 | 2 | -2.3 | 108 | 14

Other structures follow:
Screens in order: PHOSPHO1 block | MEKK3 PB1 HTS | DNA FID counter | MEKK2mut PB1 HTS | GPR7 antag | PfM18AAP inh | OXTR agonist | MEKK2wt PB1 HTS | NALP1 inh
Cc1cccn2c(CN(C)CCC3CCCCO3)c(C(=O)N3CCCCC3)nc12 (configuration not stated)
  41 | 55 | 11 | -40 | 38* | -3 | 0.1 | 62 | 7
O=S(=O)(NCCSc1ccc(Cl)cc1)c1ccc2c(c1)OCCO2
  20 | 102 | -17 | 1 | -9 | -3 | -0.5 | 102 | 15
O=c1[nH]c(-c2ccc(Cl)cc2)nc2c1cnn2-c1ccccc1
  4 | 101 | 3 | 4 | -9 | 2 | . | 102 | 34
CCCCN(C)CCNC(=O)c1cn(C)c(=O)c2c1c1ccccc1n2C
  33 | 104 | 2 | 2 | 19 | 27 | -2.2 | 108 | 42*
O=S(=O)(c1cccc2nsnc12)N1CCOCC1
  -21 | 91 | 1 | -11 | -5 | 1 | 0.9 | 94 | 15
COC(=O)CNC(=O)CSc1ccccn1
  -14 | 93 | -2 | -14 | 4 | -1 | -1.4 | 98 | 7
CCOC(=O)/C(C#N)=C/c1c(N2CCCCCC2)nc2ccccn2c1=O
  24 | 100 | -36 | 5 | -20 | 0 | -1.4 | 100 | -1
COC(=O)c1ccc(COc2ccccc2/C=N/NC(=O)c2cccnc2)cc1
  -21 | 91 | -6 | -11 | 7 | -6 | -0.5 | 84 | -9
COc1ccc(CC(=O)Nc2cc(S(=O)(=O)N3CCOCC3)ccc2N2CCOCC2)cc1
  -10 | 106 | -26 | -4 | -7 | -13 | -1.1 | 98 | 3
Cc1nonc1OCCNc1ccc([N+](=O)[O-])cc1[N+](=O)[O-]
  1 | 99 | 3 | 1 | -1 | 3 | 0.6 | 103 | 13
Brc1ccc(-c2cnnc(N3CCCC3)n2)cc1
  21 | 103 | -12 | 5 | -13 | 10 | -1.6 | 104 | 14
CSc1ccc(CCNC(=O)C2CCN(c3nnc(-n4cccc4)s3)CC2)cc1
  0 | 106 | -8 | 14 | -7 | 5 | -0.7 | 109 | 12
O=C(NCC(=O)N(Cc1ccccc1)C(C(=O)NCC1CCCO1)c1ccccc1)c1ccco1 (configuration not stated)
  36 | 102 | -26 | -1 | -13 | -13 | 6.6 | 102 | 8
Cc1cc(C)n(C(=O)CNC(=O)c2cccc(Cl)c2)n1
  31 | 102 | -10 | 12 | -4 | 0 | . | 101 | -11
COC(=O)c1sc(C(F)(F)F)c(-c2ccccc2)c1S(=O)(=O)N1CCCC1
  33 | 109 | -33 | 9 | -8 | 2 | -4.1 | 107 | 25
Cc1oc(-c2ccccc2F)nc1CS(=O)(=O)CC(=O)NC(C)CCc1ccccc1 (configuration not stated)
  12 | 105 | -43 | 1 | -1 | 3 | -0.9 | 104 | 6
CCOC(=O)CCSCC(=O)Nc1nnc(C)s1
  38 | 102 | 0 | 7 | 2 | -5 | -0.1 | 103 | 29
O=C(CC1CCCCC1)Nc1c2c(nn1-c1ccc(F)cc1)CS(=O)(=O)C2
  28 | 115 | -9 | 9 | 18 | 5 | -1.2 | 114 | 36
Cc1cccc(CN2CCC(CNC(=O)Cn3ncc4c([nH]c5ccccc54)c3=O)CC2)c1
  26 | 103 | 20 | 11 | -4 | -7 | -0.1 | 130 | -9
O=c1oc2ccccc2c(Cl)c1CN1CCCCC1
  37 | 105 | 9 | 2 | -9 | 8 | 1.3 | 105 | 0
O=C(COc1ccc(Cl)cc1)Nc1cc(S(=O)(=O)N2CCCCC2)ccc1N1CCCCC1
  -6 | 100 | -3 | 1 | -5 | -4 | -0.2 | 99 | 33
O=C(NNc1ccc([N+](=O)[O-])cc1[N+](=O)[O-])C1C2CCCCC21 (configuration not stated)
  -8 | 96 | 5 | -3 | -6 | 6 | -0.4 | 101 | 31
c1ccc2sc(-c3ccc4c(c3)OCO4)nc2c1
  -36 | 102 | -3 | -2 | -7 | -2 | -0.4 | 102 | -14
CCN(c1ccccc1)S(=O)(=O)c1ccc(Cl)c(C(=O)N(CC2CCCO2)C2CCS(=O)(=O)C2)c1 (configuration not stated)
  6 | 104 | -18 | 2 | -20 | 2 | -2.1 | 99 | -9
CCOC(=O)Cn1cnc2c(nnn2-c2ccc(F)cc2)c1=O
  20 | 100 | -14 | -1 | -1 | 0 | -0.5 | 103 | 8
C=CCNC(=O)C1CC(=O)N(c2ccc(OCC(=O)NCc3ccccc3)cc2)C1 (configuration not stated)
  4 | 107 | -12 | 0 | -7 | 11 | 1.8 | 105 | 11
Cc1csc2nc3ccccc3c(=O)n12
  6 | . | 3 | . | -15 | -5 | -0.9 | . | -4
CCOc1ccc(C(c2c(C)[nH][nH]c2=O)c2c(C)[nH][nH]c2=O)cc1OCC
  9 | 152* | 2 | 3 | -6 | 23 | 0.3 | 115 | 29
CC1(C)CC(=O)C(=Cc2cn(-c3ccccc3)nc2-c2ccc(Cl)cc2)C(=O)C1
  31 | 95 | -1 | -1 | -15 | -6 | 0.9 | 82 | 19
COc1ccc(C(=O)CSc2nnc(CNC(=O)c3ccccc3)o2)cc1
  17 | 101 | -17 | -2 | -10 | -3 | 3.8 | 103 | 7

Structures above marked active in NALP1 inh.
| structure | PHOSPHO1 block | MEKK3 PB1 HTS | MEKK2mut PB1 HTS | GPR7 antag | PfM18AAP inh | MEKK2wt PB1 HTS | NALP1 inh |
| --- | --- | --- | --- | --- | --- | --- | --- |
| CCCCN(C)CCNC(=O)c1cn(C)c(=O)c2c1c1ccccc1n2C | 33 | 104 | 2 | 19 | 27 | 108 | 42* |
